bCat nuc transl = beta-catenin nuclear translocation modulation. AID 1665. nuclear translocation activity, % at 5 µM. 0.3% of 190,000 active. HeLa beta-catenin nuclear translocation, immunofluorescence imaging;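 active = nuclear translocation activity above 50% at 5 µM, with a well cell count of 50 or more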;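 note: per-cell ratio of nuclear to cytoplasmic median beta-catenin stain intensity; plate controls were DMSO negative control for no effect and GSK-3 inhibitor IX positive control for full effect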
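Test system: human HeLa cells, native beta-catenin. Compound dosing: 5 µM primary single dose, 0.1% DMSO, 0.02–20 µM confirmation series. Incubation: compound exposure 24 h at 37°C. Detection: beta-catenin immunostaining with DAPI counterstain, 20x imaging, 6 fields/well. Read-out basis: Nuclear/cytoplasmic beta-catenin signal ratio, % activation.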
MT stabilizer = microtubule stabilizers in HeLa cells; HeLa tubulin immunostaining HCS, 24 h; share of cells brighter than vehicle mean+2SD; % tubulin-high responders, % at 10 µM; 0.83% of 200,000 active; AID 2205;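 active = plate Z-score above 3 for both tubulin-high and condensed-nucleus cell shares, with cell loss under 80%, at 10 µM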;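 note: anti alpha tubulin signal scored within the nucleus-defined area of each cell; some results filed as inactive read as strong as hits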
Insulin prom up = MIN6 insulin promoter up-regulation. z-score at 5 µM. 0.3% of 190,000 active. MIN6 insulin promoter-GFP reporter, high-content imaging; stronger effect = higher value;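 active = z-score above 3 at 5 µM with at least 500 cells counted in the well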
T cell modulator = T cell immune modulators affecting CD8 T cell-vesicle binding | 2C CD8+ T cell-vesicle binding, flow cytometry; stronger effect = lower value | calls only at 7 µM | 0.068% of 330,000 active | AID 2052;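 active = response, share of CD8 T cells binding vesicles, and their 90th percentile fluorescence all below set limits, cut at about 80% in these data, passing the limit was not always enough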
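Incubation: binding step 1.5 h, 37 °C, antibody labelling 20 min, ice; system: murine 2C transgenic CD8+ T lymphocytes; technique: cytometric PE anti-B7-1 and Alexa647 anti-CD8 signals after 1% paraformaldehyde fixation; also added: QL9-charged Drosophila Ld/ICAM-1/B7-1 vesicles; control set: naked versus QL9-loaded vesicles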
CSM14.1 death rescue = rescue of cells from ER stress-induced death, primary screen, 384-well, CSM14.1, thapsigargin, ATP luminescence (AID 1222). CSM14.1 thapsigargin-induced death rescue, ATP luminescence; higher % means a stronger effect. cellular ATP content (survival), % at 20 µM, or EC50 in µM where a hit was titrated. 190,000 tested, under 10 active;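 active = EC50 below 50 µM in the dose-response confirmation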;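 note: death triggered by thapsigargin at about 15 µM added after 2 h compound pretreatment; cell ATP read after overnight thapsigargin exposure of roughly 18 to 22 hours; normalized against plate controls of thapsigargin alone and 5% DMSO vehicle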
Autophagy HCS = alters autophagy in cells; calls only at 10 µM (by protocol); 0.98% of 190,000 active; AID 463193; MEF GFP-LC3 puncta imaging; test concentration mostly 10 µM;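 active = percentage of spot-positive cells more than 3 SD above its plate mean, without a fluorescence outlier flag or 80% toxicity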;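 note: spot-positive cell cutoff set from DMSO-treated cells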
Hep lipid drop = modulators of hepatic lipid droplet formation; AML12 mouse hepatocytes, oleate lipid droplets, BODIPY imaging; inhibition, % at 6.5 µM; 0.4% of 240,000 active; AID 1656;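 active = lipid droplet intensity inhibited by at least 50%, with more than 500 cells counted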
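Material – AML12 mouse liver cells · Also added – oleate loading, 100 µM · Compound dosing – 6.5 µM single-point dosing · Times – overnight treatment with compound plus oleate · Measured by – fluorescence imaging, 20x objective, two fields per well · Read-out – percent inhibition of filter-corrected integrated lipid droplet intensity per well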
Dynein cargo inh = blocks dynein driven cargo transport along microtubules. 3617.4 mouse cells, GR-EGFP nuclear translocation imaging; test concentration mostly 20 µM; stimulated with dexamethasone, 1 µM; stronger effect = lower value. z-score, hits read low. 0.47% of 220,000 active. AID 1381;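 active = plate z-score of nuclear minus cytoplasmic receptor signal below a set negative limit, without overly bright fluorescence or cell loss, cut at about -3.5 in these data, passing the limit was not always enough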;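 note: z-score of nuclear minus cytoplasmic ring GR-EGFP intensity difference per well; some compounds called inactive have numbers as strong as hits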
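Medium: Induction medium lacking tetracycline, stripped serum | Probe or stimulus: 1.0 µM final dexamethasone stimulus | Schedule: 48 h induction, then 1 h compound, then 30 min agonist, 37 °C | Signal: Automated 10x imaging of fixed Hoechst-stained cells | Evaluation: Per-cell GR-EGFP intensity, nucleus versus surrounding cytoplasmic ring, well-averaged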
Salmonella PhoP GFP = inhibitors of PhoP regulon expression, primary screen, Salmonella Typhimurium, GFP reporter (AID 1863) | S. Typhimurium PhoP-regulated promoter GFP reporter, 4 h; higher % means a stronger effect | inhibition, % at 50 µM, or IC50 in µM where a hit was titrated | 0.16% of 300,000 active;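 active = inhibition over 29.93%, a cutoff 3 SD above the screen mean, later confirmed by dose response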;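 note: 0% = low Mg2+ inducing control and 100% = high Mg2+ repressing control; strong numbers were not always called active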
Dynein cargo inh cytoplasmic EGFP = also measured in Dynein cargo inh; calls as there; z-score; measured here: cytoplasmic GR-EGFP intensity; stronger effect = higher value
Dynein cargo inh nuclear GR-EGFP = also measured in Dynein cargo inh; calls as there; z-score; measured here: nuclear GR-EGFP intensity;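 lower value marks the stronger effect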
Dynein cargo inh cell count = second read-out of Dynein cargo inh, no call of its own (marks repeat the call); z-score; measured here: cell count per field
Insulin prom up cell count = recorded beside Insulin prom up, whose call it bears; cell count; measured here: cytotoxicity, nuclei count;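 total cells summed across four imaged fields per well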
Hep lipid drop cells 6.5 µM = recorded beside Hep lipid drop, whose call it bears; cell count; measured here: cell count, cytotoxicity flag;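 cells counted across two imaged fields per well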
bCat nuc transl cell count 5 µM = also measured in bCat nuc transl; calls as there; cell count; measured here: cell count, cytotoxicity flag
T cell modulator vesicle-bound % = also measured in T cell modulator; calls as there; double positive events, %; measured here: CD8+ vesicle-bound cell fraction;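 binding gate set so that unloaded-vesicle control wells show 10% double positive cells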
MT stabilizer Hoechst-high % = recorded beside MT stabilizer, whose call it bears; % Hoechst-high responders; measured here: nuclear condensation Hoechst responders;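 share of cells brighter than vehicle mean plus two SD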
MT stabilizer cytotoxicity % = second read-out of MT stabilizer, no call of its own (marks repeat the call); toxicity, %; measured here: cytotoxicity by cell density;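 0% = mean cell density of plate MIN control wells and 100% = no cells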
Autophagy HCS cell loss 18 h = second read-out of Autophagy HCS, no call of its own (marks repeat the call); toxicity, %; measured here: cell loss, nuclei count;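 cell loss after 18 h compound exposure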
* marks the source's active call; other numbers are inactive results; i = inactive; / = not tested or not shown; + = active, no number.

Order of results – bCat nuc transl	bCat nuc transl cell count 5 µM	MT stabilizer	MT stabilizer Hoechst-high %	MT stabilizer cytotoxicity %	Insulin prom up	Insulin prom up cell count	T cell modulator	T cell modulator vesicle-bound %	CSM14.1 death rescue	Autophagy HCS	Autophagy HCS cell loss 18 h	Hep lipid drop	Hep lipid drop cells 6.5 µM	Dynein cargo inh	Dynein cargo inh cytoplasmic EGFP	Dynein cargo inh nuclear GR-EGFP	Dynein cargo inh cell count	Salmonella PhoP GFP
> O=C1CC(c2ccccc2)n2nc(NC(=O)C3CCCO3)nc2N1 (stereo unspecified)
 : -9.4	978	4.3	3.1	4.0	0.12	1553	i	44	0.8%	i	3	/	/	2.8	-0.023	1.5	-2.2	6%
> C=CCC(CC)C(=O)NC(=O)N1CCCc2ccccc21 (stereo unspecified)
 : -0.9	1168	/	/	/	0.14	1436	i	12	/	/	/	4	823	-1.2	-0.28	-0.61	0.96	-6%
> Cc1[nH]c(C(=O)N/N=C/c2ccc(C(=O)O)cc2)c(C)c1C(=O)N/N=C/c1ccc(C(=O)O)cc1
 : -0.8	1087	3.2	2.8	8.7	0.14	1429	i	50	-1.9%	i	8	-3	634	1.1	-0.22	1.2	-1.5	3%
> N#Cc1nc(-c2cccc3ccccc23)oc1NCCN1CCCCC1
 : 3.4	923	1.7	1.2	2.3	-0.83	980	i	44	1.2%	i	-5	-22	783	-0.37	-0.24	-0.041	0.69	-9%
> COc1ccc(OC)c(NC(=O)CCC(=O)Nc2nnc(C(F)(F)F)s2)c1
 : -1.7	989	5.9	3.2	5.3	/	/	i	55	-0.3%	i	8	/	/	0.076	0.053	-0.55	-0.66	-14%
> COC(=O)C(C)(C)ONC(=O)Nc1ccccc1
 : 0.6	1083	6.3	1.2	2.3	0.06	1343	i	36	-1.9%	i	32	-16	568	0.87	-0.24	1.1	-0.33	10%
> CC(=O)N1CCC(N(CCCOC(C)C)C(=O)Nc2ccc(Cl)cc2)CC1
 : /	/	1.2	3.3	8.4	/	/	i	29	/	i	1	/	/	1.9	0.41	1.5	-1.4	/
> CCN(CC(=O)NCc1cccs1)c1ccc(S(=O)(=O)N2CCCC2)cn1
 : -0.4	1004	2.1	2.6	9.0	2	1213	i	10	-0.7%	i	-7	-2	682	-0.7	-0.13	-0.71	0.72	0%
> COc1ccc(-c2[nH]ncc2/C=C(/C#N)C(=O)NC2CCCCCC2)cc1
 : 7.3	1105	49*	28*	39*	-0.41	1175	i	58	3.3%	i	16	16	712	0.3	-0.18	0.27	0.27	2%
> COc1ccc2[nH]c(C(=O)Nc3ncc(C)cc3Br)cc2c1
 : -3.5	1228	/	/	/	-1.8	1212	i	57	/	/	/	1	718	-0.79	-0.27	-0.57	0.012	0%
> CC(C)C(CCNC(=O)CC(Cc1ccccc1)c1ccco1)c1ccco1 (stereo unspecified)
 : 0.0	1312	4.0	1.6	6.8	0.61	1489	i	34	18%	i	6	/	/	-0.91	0.077	-0.57	0.47	2%
> CCN(CC)S(=O)(=O)c1ccc2[nH]cc(C(=O)NCCN3CCCCCC3)c(=O)c2c1
 : -0.7	860	4.3	2.3	9.7	-0.65	1205	i	44	1.6%	i	-11	/	/	-0.28	-0.33	0.019	-0.087	0%
> Clc1ccc2oc(-c3cccnc3NCc3ccccc3)nc2c1
 : -1.3	1204	1.1	2.0	11	-3.9	721	i	23	-1.5%	i	0	-6	622	0.079	-0.22	-0.51	0.11	3%
> Cc1cccn2cc(CCNS(=O)(=O)c3ccc([N+](=O)[O-])cc3)nc12
 : -3.0	534	2.1	2.9	5.2	1.2	1167	i	40	-1.0%	i	1	0	733	-0.14	-0.2	0.91	-0.89	3%
> COc1ccc(/C=N/OCC(=O)Nc2nc3ccccc3s2)cc1OC
 : -0.1	497	6.3	2.1	7.3	-0.01	1187	i	21	-4.5%	i	-8	-12	614	1.6	-0.25	0.54	-0.76	8%
> CC(C)(C)NC(=O)C(c1ccccc1)N(C(=O)C1CSC(=O)C1)c1ccccc1 (stereo unspecified)
 : 0.4	1042	3.0	1.7	2.1	-0.27	2014	i	36	-1.5%	i	-18	-14	633	0.13	-0.19	-0.083	-1.3	7%
> Cc1ccccc1N1CCN(CCCN2C(=O)CC(=C(c3ccccc3)c3ccccc3)C2=O)CC1
 : -1.4	1045	1.7	1.0	7.7	/	/	i	48	-2.4%	i	6	5	671	0.23	-0.057	0.36	-0.59	9%
> COc1ccc(Nc2nc(N3CCCCC3)c3ccccc3n2)cc1
 : 0.7	1304	1.9	1.8	3.5	-1.9	620	i	58	0.4%	i	12	/	/	-0.077	-0.18	-0.056	0.11	23%
> O=C(NC1CCCCC1)c1ccc(N2CCCC2=O)cc1
 : -4.0	954	1.7	1.6	5.9	-0.77	1371	i	42	-0.8%	i	9	/	/	-0.97	0.099	-0.31	-0.29	15%
> CCOc1ccccc1NC(=O)CN(c1ccc(OC)cc1)S(=O)(=O)c1c(C)noc1C
 : 1.9	946	17*	16*	58*	0.96	896	i	28	0.7%	+	48*	/	/	0.48	0.082	0.19	-0.41	23%
> COc1ccc(-n2c(SCC#N)nnc2-c2cccnc2)cc1
 : -1.3	1203	6.0	3.1	3.5	-0.12	871	i	6	-1.4%	i	25	14	754	-0.17	-0.16	0.19	-0.31	2%
> COc1ccc(OCc2nnc3n2N=C(c2ccc(C)cc2)CS3)cc1
 : /	/	3.3	3.6	6.2	-1	912	i	64	1.3%	i	5	/	/	0.064	-0.23	0.25	0.3	4%
> CCOC(=O)C1(CCOc2ccccc2)CCN(Cc2ccc(NC(C)=O)cc2)CC1
 : 1.5	1057	3.3	2.0	9.5	-0.48	1468	i	49	-1.1%	i	5	17	699	-1.2	-0.38	-0.7	1.6	3%
> CCOC(=O)c1sc(C)c2c1NC1(CCCCC1)NC2=O
 : -1.1	863	8.4	2.2	3.6	0.02	1512	i	16	0.4%	i	11	/	/	1.1	-0.29	0.9	-0.51	10%
> Cc1cccc(N2CCc3c2nc2ccc(Br)cc2c3N)c1
 : 4.9	337	5.1	1.3	3.9	/	/	i	8	-3.1%	i	0	4	763	-0.71	-0.057	-0.041	-1.1	-1%
> N#CC1=C(N)N(c2ccccc2)C(c2ccccc2)C1(C#N)C#N (stereo unspecified)
 : -0.3	1594	1.8	1.8	6.1	0.37	1316	i	45	-2.3%	i	-1	/	/	-2.7	-0.012	-1.6	0.65	-5%
> COc1ccc2c(-c3ccccc3)cc(SC(C)C(N)=O)nc2c1 (stereo unspecified)
 : -2.9	1086	2.2	2.1	16	-0.01	921	i	58	-1.7%	i	11	-17	641	0.87	-0.26	1.3	-1.7	-10%
> CCC(C)(C)NC(=O)C(Sc1ccccc1)c1ccccc1 (stereo unspecified)
 : 0.2	1151	2.2	2.0	2.1	-0.86	1410	i	32	-1.5%	i	52	4	707	2.1	-0.21	1.2	-1.7	10%
> CC(C)n1cnnc1SCC(=O)Nc1ccc(Br)cc1F
 : -2.4	1098	2.9	2.7	4.8	-0.23	1261	i	2	0.5%	i	19	-5	673	0.11	0.7	0.41	0.7	3%
> Cc1cc(C)n(C(=O)CSc2nnc(SCC(=O)n3nc(C)cc3C)s2)n1
 : -1.6	1205	2.4	2.7	9.3	0.65	966	i	32	-2.5%	i	-5	/	/	-0.073	-0.15	-0.0031	-0.81	8%
